# CIT2 TOR yeast = alters CIT2-GFP fluorescence in TOR pathway yeast screen | S. cerevisiae CIT2-GFP strain, flow cytometry, 3 h; 100 means same as DMSO wells | AID 2029 | actives 0.065% (n = 320,000) | GFP response vs DMSO, % at 10 µM;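 active = GFP response relative to DMSO above a set limit, near the screen mean plus 3 SD, cut at about 150% in these data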;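 note: ratio of well median GFP fluorescence to mean of DMSO wells on the plate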
# AGP1 TOR yeast = alters AGP1-GFP fluorescence in TOR pathway yeast screen | actives 0.02% (n = 320,000) | S. cerevisiae AGP1-GFP multiplex flow cytometry, 3 h; GFP as percent of DMSO wells | AID 2066 | GFP response vs DMSO, % at 10 µM;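 active = GFP response relative to DMSO above a set limit, near screen average plus 3 SD, cut at about 150% in these data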;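 note: median GFP channel fluorescence of the gated AGP1 strain per well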
# GRK2 inh = human GRK2 inhibition via aptamer displacement. actives 0.59% (n = 330,000). bead flow cytometry, FAM-aptamer displacement from GRK2. inhibition of aptamer binding, % at 10 µM;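 active = inhibition of aptamer binding above 40%, roughly 3 SD of noise, on plates passing a quality check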;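 note: median bead fluorescence of bound FAM aptamer so fluorescent compounds give negative values; no value below 0 was filed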
# GLD-1 TGE inh = GLD-1-TGE RNA interaction inhibition (C. elegans). Q17339. purified GLD-1 + fluorescein TGE RNA, fluorescence polarization. inhibition, % at 5.96 µM. actives 0.44% (n = 320,000). AID 2280;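 active = percent inhibition above a per-plate cutoff, the plate mean of test compounds plus 3 SD, cut at about 30% in these data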;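 note: 0% = DMSO wells with GLD-1 and probe and 100% = wells lacking GLD-1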
# Target sequence (Q17339 whole entry, looked up): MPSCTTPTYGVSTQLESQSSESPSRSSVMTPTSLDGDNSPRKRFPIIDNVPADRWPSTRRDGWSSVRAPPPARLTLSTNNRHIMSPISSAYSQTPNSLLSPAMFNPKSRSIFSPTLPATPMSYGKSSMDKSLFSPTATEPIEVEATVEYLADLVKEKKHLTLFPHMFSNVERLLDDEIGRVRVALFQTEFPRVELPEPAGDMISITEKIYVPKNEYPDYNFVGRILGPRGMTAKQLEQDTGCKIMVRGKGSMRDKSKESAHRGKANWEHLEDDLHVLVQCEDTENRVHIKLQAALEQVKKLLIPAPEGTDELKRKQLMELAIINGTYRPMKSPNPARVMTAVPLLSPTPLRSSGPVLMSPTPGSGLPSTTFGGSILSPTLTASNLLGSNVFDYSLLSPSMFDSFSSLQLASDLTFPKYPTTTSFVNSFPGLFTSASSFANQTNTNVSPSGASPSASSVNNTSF
# MEX-5 binding = C. elegans MEX-5 TCR-2 RNA binding activity; Q9XUB2; MEX-5/FITC-TCR2 RNA binding, fluorescence polarization; hits give low values; activity score (negative = inhibition of binding), % at 10 µM; actives 0.38% (n = 300,000); AID 1832;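 active = inhibition past about -25% in most replicates, and total fluorescence under double the plate's negative control median, limit read from the data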;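 note: 0% = DMSO and -100% = 5 µM competing unlabeled TCR2 RNA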
# VLA-4 inh = inhibition in a human VLA-4 binding assay. P13612. VLA-4 expressing cells, ligand binding flow cytometry. inhibition, % (about 7 µM as worked out from the volumes in the protocol). actives 0.2% (n = 330,000). AID 2557; in the data active = inhibition above about 50%
# Fam108B counter = blocks mouse Fam108B hydrolase in RBBP9 counter-screen; actives 0.33% (n = 300,000); inhibition, % at 9.51 µM; recombinant Fam108B, FP-Rh probe fluorescence polarization; AID 1947;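 active = inhibition above the screen mean inhibition plus 3 SD, computed separately per campaign, cut at about 18% in these data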;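 note: inhibitors lower polarization as less probe binds the enzyme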
# Bcl-xL primary = inhibitors of human Bcl-xL | inhibition, % at 10.9 µM | GST-Bcl-xL / FITC-Bim BH3 peptide fluorescence polarization | Q07817 | actives 0.7% (n = 320,000);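 active = inhibition above the mean of all tested compounds plus 3 SD, cutoff set per campaign, cut at about 30% in these data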;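 note: 0% = DMSO wells and 100% = unlabeled Bim-BH3 peptide competitor; inhibitors lower millipolarization by displacing the labeled peptide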
# Target sequence (Q07817 whole entry, looked up): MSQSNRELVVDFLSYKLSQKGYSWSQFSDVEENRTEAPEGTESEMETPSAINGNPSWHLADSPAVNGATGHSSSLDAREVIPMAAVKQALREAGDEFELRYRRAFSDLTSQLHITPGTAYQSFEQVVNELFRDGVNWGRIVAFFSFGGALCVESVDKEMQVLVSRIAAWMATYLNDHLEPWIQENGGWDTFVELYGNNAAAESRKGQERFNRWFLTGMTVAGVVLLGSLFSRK
# MCL1 BIM primary = MCL1-BIM-BH3 interaction inhibition (human); Q07820; GST-MCL1 / FITC-Bim-BH3 fluorescence polarization; inhibition, % at 10.9 µM; actives 0.68% (n = 320,000); AID 2057;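 active = inhibition above the mean inhibition of all tested compounds plus 3 SD, set per campaign, cut at about 40% in these data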;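 note: 0% = DMSO wells and 100% = unlabeled Bim-BH3 peptide control; higher means more loss of mP so more displacement of Bim peptide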
# Target sequence (Q07820 whole entry, looked up): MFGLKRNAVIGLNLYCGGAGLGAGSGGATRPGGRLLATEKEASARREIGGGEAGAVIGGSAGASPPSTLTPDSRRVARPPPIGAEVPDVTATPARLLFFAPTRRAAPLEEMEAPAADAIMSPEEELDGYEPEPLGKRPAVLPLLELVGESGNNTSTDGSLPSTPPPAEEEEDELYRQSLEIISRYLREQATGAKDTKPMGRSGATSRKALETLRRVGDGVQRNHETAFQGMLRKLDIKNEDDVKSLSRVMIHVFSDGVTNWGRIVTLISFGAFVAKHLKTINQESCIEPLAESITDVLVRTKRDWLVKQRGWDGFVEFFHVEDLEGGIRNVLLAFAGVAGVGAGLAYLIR
# The depositor's hits bear a star; nt = not tested or not shown.
SMILES,CIT2 TOR yeast,AGP1 TOR yeast,GRK2 inh,GLD-1 TGE inh,MEX-5 binding,VLA-4 inh,Fam108B counter,Bcl-xL primary,MCL1 BIM primary
CC(OC(=O)C12CCC(=O)N1c1ccccc1S2)C(=O)Nc1cccc(Cl)c1 (centres undefined),96,102,3,7,nt,-5,nt,3,9
CCOc1ccc(C(=O)CCC(=O)NN2C(=O)NC3(CCCCC3)C2=O)cc1,108,121,2,-15,nt,-19,nt,-11,-15
O=C1CSC(c2ccc(F)cc2)N1c1nc2ccccc2s1 (centres undefined),95,99,0,3,-2.8,5,0,-1,4
COc1ccc(CCNC(=O)C(=O)NCc2ccc(C)cc2)cc1OC,112,102,1,0,1.3,1,2,4,6
COc1ccc(-c2csc(Nc3ccccc3)[n+]2Cc2ccccc2)cc1,94,98,2,8,-0.2,-4,-1,1,-1
COc1ccc(CNC(=O)C2CCCN(c3nn4c(=O)cc(C)nc4s3)C2)cc1 (centres undefined),100,101,2,2,nt,5,1,1,-4
CCc1nnc(NC(=O)C2CCN(S(=O)(=O)Cc3ccccc3)CC2)s1,105,102,2,4,nt,0,1,3,3
COCCn1c(=S)[nH]c2cc(C(=O)N(CCO)Cc3ccccc3)ccc2c1=O,105,98,1,1,0.8,16,-1,7,3
Cc1cc(C)cc(Oc2nc(C(F)(F)F)nc3ccccc23)c1,111,102,0,4,-0.7,-2,-1,2,5
O=C(Nc1ccccc1-c1ccccc1)C1CCCN(c2ncccn2)C1 (centres undefined),94,94,0,5,0.7,-29,0,0,2
COC(=O)c1ccc(N2C(=O)CC(N(C)CCc3ccc(OC)c(OC)c3)C2=O)cc1 (centres undefined),112,105,0,8,-0.1,-8,-3,4,3
COc1cccc(/C=N/n2c(SC)nnc2-c2ccccc2)c1O,108,100,1,-3,-3.8,-13,-4,10,8
Cc1ccccc1NC(=S)N(Cc1ccccn1)Cc1ccccc1Cl,109,103,4,1,-1.5,7,-3,-3,0
O=C(CN(Cc1ccco1)C(=O)c1ccccc1)Nc1ccc(Cl)c(Cl)c1,100,102,2,2,0.7,8,-4,4,4
O=C1CCC(=O)N1CC(=O)N1c2ccccc2Sc2ccccc21,99,99,1,4,-0.9,8,3,6,7
CCOc1ccc(N2CC(C(=O)Nc3ccc(S(=O)(=O)N4CCCCC4)cc3)CC2=O)cc1 (centres undefined),80,101,0,9,0.5,18,-1,-5,-11
CCN(CC)C(=O)c1ccc(Nc2nnc(-c3ccc(O)cc3)c3ccccc23)cc1,93,97,0,7,-0.1,11,-2,1,-2
Cn1nccc1C(=O)N/N=C/c1c(O)ccc2ccccc12,103,99,0,-50,-4.6,2,14,-5,-8
Cc1ccc(CCNC(=O)C2CCCN(S(=O)(=O)c3c(C)noc3/C=C/N(C)C)C2)cc1 (centres undefined),91,95,0,-42,nt,12,-5,-23,-36
Cc1cnn(-c2cc(N/N=C/c3ccccc3Cl)ncn2)c1,99,98,0,-2,2.1,14,-3,2,1
COc1ccc(S(=O)(=O)Nc2c(C)cc(C)cc2C)c2cccnc12,102,103,3,5,-1.4,8,0,4,-2
O=C(Cc1ccccc1)NC(c1ccco1)c1c(O)ccc2ccccc12 (centres undefined),97,86,0,-10,-1.4,-14,-3,2,12
COc1cc(-n2c(=O)c3ccccc3n(Cc3cccc(C)c3)c2=O)cc(OC)c1OC,93,105,0,-2,1.3,-4,4,3,2
COc1ccc(S(=O)(=O)N2CCCCC2)cc1NC(=O)Cc1c[nH]c2ccccc12,98,102,0,6,2.3,1,2,5,-7
O=C(COc1ccc(Cl)cc1Cl)NCCCn1ccnc1,104,101,0,4,1.9,-9,-6,5,3
Cc1nn(-c2ccccc2)c(C)c1/C=C/C(=O)OCC(=O)Nc1ncc(Cl)cc1Cl,95,89,8,17,-7.7,2,2,8,11
CC1(C)CC(=O)C(C=Nc2cc(C(=O)c3ccccc3)ccc2N)=C(O)C1,97,95,2,4,-15,-20,2,-5,-24
O=[N+]([O-])c1cc(C(F)(F)F)ccc1N1CCCC(O)C1 (centres undefined),99,104,2,-3,1.6,20,6,3,-4
Cc1cc(OCc2cc(C(=O)NCC3(C)COC3)no2)cc(C)c1Cl,89,96,0,11,-0.2,12,-2,8,8
Cc1ccc(S(=O)(=O)NCCC(=O)N2CCC(C)CC2)cc1,94,101,1,6,nt,2,nt,7,1

# Exported field by field: three of the compounds above
COc1cc(-n2c(=O)c3ccccc3n(Cc3cccc(C)c3)c2=O)cc(OC)c1OC
  CIT2 TOR yeast: 93	AGP1 TOR yeast: 105	GRK2 inh: 0	GLD-1 TGE inh: -2	MEX-5 binding: 1.3	VLA-4 inh: -4	Fam108B counter: 4	Bcl-xL primary: 3	MCL1 BIM primary: 2
COc1ccc(S(=O)(=O)N2CCCCC2)cc1NC(=O)Cc1c[nH]c2ccccc12
  CIT2 TOR yeast: 98	AGP1 TOR yeast: 102	GRK2 inh: 0	GLD-1 TGE inh: 6	MEX-5 binding: 2.3	VLA-4 inh: 1	Fam108B counter: 2	Bcl-xL primary: 5	MCL1 BIM primary: -7
O=C(COc1ccc(Cl)cc1Cl)NCCCn1ccnc1
  CIT2 TOR yeast: 104	AGP1 TOR yeast: 101	GRK2 inh: 0	GLD-1 TGE inh: 4	MEX-5 binding: 1.9	VLA-4 inh: -9	Fam108B counter: -6	Bcl-xL primary: 5	MCL1 BIM primary: 3

# (continued)
SMILES,CIT2 TOR yeast,AGP1 TOR yeast,GRK2 inh,GLD-1 TGE inh,MEX-5 binding,VLA-4 inh,Fam108B counter,Bcl-xL primary,MCL1 BIM primary
Cc1ccc(Nc2nnc(C)c(=O)[nH]2)cc1,nt,100,2,8,1.3,-6,0,-3,-9
COc1cc(C(=O)Nc2ccccc2SCc2cc(=O)n3nc(C)sc3n2)cc(OC)c1OC,96,95,3,8,-1.0,-1,5,5,3
CCCCn1c(N)c(N(CC(C)C)C(=O)c2cccc(S(=O)(=O)N3CC(C)OC(C)C3)c2)c(=O)[nH]c1=O (centres undefined),100,107,1,4,-4.2,5,1,-3,-6
CC(C)Oc1ccc(OCCSc2nc3ccccc3n2CC(=O)O)cc1,106,96,0,9,2.3,4,2,-3,-21
Cc1cc(C)n(C(=O)c2ccc(Cn3nc(C)c(Br)c3C)o2)n1,97,97,2,9,3.5,-5,2,7,5
O=C(CCc1nnc2n(Cc3ccccc3Cl)c(=O)c3ccccc3n12)NCCCN1CCOCC1,97,90,0,6,nt,7,5,0,1
COC(=O)C1C(=O)CC(C)(O)C(C(=O)OC)C1/C=C/c1ccccc1 (centres undefined),104,101,0,1,-2.3,-2,1,-3,6
COc1ccc2cc(C(=O)/C=C/c3cc(OC)c(O)c(OC)c3)ccc2c1,101,96,3,-1,0.1,-139,-3,4,-1
c1ccc2[nH]c(-c3nc4ccccc4[nH]3)nc2c1,104,105,0,4,-0.3,5,-3,-2,6
Cn1nnnc1Sc1ncnc2scc(-c3ccc(Br)cc3)c12,92,89,0,0,nt,-28,nt,nt,nt
CCCCN1C(=O)c2ccc(C(=O)NC3=NCCS3)cc2C1=O,75,86,0,12,0.6,16,3,0,1
CC1CCN(C2CCN(C(=O)c3ccccc3F)CC2)CC1,99,116,0,-4,0.3,1,3,5,-4
COc1ccc2nc(C)cc(SCC(=O)NNC(=O)COc3ccccc3)c2c1,111,106,2,-1,1.4,1,2,0,5
COc1cccc(NC(=O)C(=O)c2cn(CC(=O)N3CCCC3)c3ccccc23)c1,106,104,4,0,-12,3,-1,4,8
Cc1cccc(C)c1OCC(=O)N/N=C/c1cccnc1,101,106,6,4,3.0,-2,2,6,5
S=C(NCCc1ccccc1)N/N=C/c1cccs1,119,119,0,-1,-0.8,9,-1,3,11
C(=N\N1CCN(Cc2ccccc2)CC1)/c1ccc(-c2ccccc2)cc1,97,98,3,7,-5.7,12,-2,6,-7
C[n+]1ccccc1/C=C/c1cc(Br)ccc1O,99,94,4,0,5.7,8,-1,-4,-12
O=C(c1ccc(N2C(=O)C3C4c5ccccc5C(c5ccccc54)C3C2=O)cc1)N1CCOCC1 (centres undefined),103,100,2,5,0.9,8,0,-1,-7
Cc1ccc(C)c(N2CCN(S(=O)(=O)c3ccc4[nH]c(=O)c(=O)[nH]c4c3)CC2)c1,101,94,4,-7,-6.8,14,1,0,3
COc1ccc(CN2CCN(C(C)C(=O)N(C)Cc3cccc(F)c3)CC2)cc1OC (centres undefined),104,101,0,-3,-1.7,12,-2,0,-8
CCN(CC)S(=O)(=O)c1ccc(NC(=O)COc2c(OC)cccc2OC)cc1,nt,108,6,-5,3.0,10,-5,1,1
Cc1sc2ccc3sccc3c2[n+]1C,99,104,1,-1,-5.4,4,-2,0,-15
COc1ccc(CC(=O)Nc2ccc(C(C)=O)cc2)cc1,100,95,1,-7,-1.7,-12,-5,3,4
N#C/C(=C/c1ccc(N2CCOCC2)o1)c1ccc(Cl)cc1,101,86,1,-109,17,-376,21*,-62,-84
COc1ccccc1/C=C1\SC(=S)N(CCC(=O)N2CCN(C)CC2)C1=O,88,86,0,3,-4.6,6,3,9,12
O=C(NCC(c1ccco1)N1CCN(c2ccccc2F)CC1)C(=O)NC1CC1 (centres undefined),84,88,0,-4,0.1,11,0,1,2
CCOC(=O)N1CCN(C(=O)CCSCCc2ccncc2)CC1,115,104,1,2,0.0,19,1,7,-2
CN(C(=O)CSc1nc2cc([N+](=O)[O-])ccc2n1-c1ccc(F)cc1)C1CCS(=O)(=O)C1 (centres undefined),100,97,0,0,0.2,12,2,-19,-39
COc1ccc2c(c1)CCc1c(C(=O)Nc3ccn(Cc4ccc(C)cc4)n3)noc1-2,97,100,0,4,-2.1,-1,2,2,7
COc1ccc(-c2csc(NC(=O)Cn3nc(C)cc3C)n2)cc1,99,98,0,11,0.5,6,2,3,5
O=C(Nc1ccc(Cc2ccncc2)cc1)C1CCC(N2C(=O)C3CC=CCC3C2=O)CC1 (centres undefined),92,91,0,5,0.4,-5,6,3,2
Cc1cccc(NC(=S)NC(=O)CC2CC(C)(C)OC2=O)c1 (centres undefined),101,102,1,7,-0.4,1,0,3,5
CCN(CC)CCN(C(=O)c1ccc(S(=O)(=O)N(C)C2CCCCC2)cc1)c1nc2ccc(OC)cc2s1,90,97,1,7,-0.7,-6,-5,1,-3
O=C(O)/C=C\c1ccccc1Oc1cccc(Cl)c1,74,90,2,-2,-0.5,0,-3,32*,2
CN(Cc1ccccn1)C(=O)CC1C(=O)NCCN1Cc1cccc(Oc2ccccc2)c1 (centres undefined),103,101,0,7,0.5,-5,-1,14,20
COC(=O)C1CCN(S(=O)(=O)CCNC(=O)c2cccc(OC)c2)CC1,103,111,2,-2,0.4,3,2,1,-2
Cc1cc2c(cc1S(=O)(=O)NCc1ccc(Cl)cc1)OCC(=O)N2,114,112,0,2,3.8,8,-2,1,-3
COc1cc2cnc(-c3ccccc3)c(C(=O)c3ccc(F)cc3)c2cc1OC,62,107,0,29,nt,-9,nt,-11,-9
NS(=O)(=O)c1ccc(-n2cccc2C=O)cc1,94,89,1,0,1.8,0,-3,9,14
O=C(NCc1ccccc1Cl)c1cnc2ccccc2n1,97,96,0,-3,0.9,1,-2,8,10
Nc1ncc(-n2cncn2)c(-c2ccccc2)n1,102,114,4,7,2.1,-2,3,4,2
CCOc1ccc(NC(=S)NCCCn2ccnc2)cc1,109,107,0,3,-0.4,4,2,-1,-3
O=C(O)CCN1C(=O)/C(=C\c2cccc(OCC(=O)Nc3ccc(Cl)cc3)c2)SC1=S,88,96,0,-5,nt,1,-9,18,7
CC(C)C(=O)Nc1nnc(Sc2ccc(N(C)C)cc2)s1,97,103,0,4,1.7,0,5,3,-2
CCOC(=O)C1C(c2cccs2)NC(=O)NC1(O)C(F)(F)F (centres undefined),98,98,2,3,3.9,-21,1,2,4

# Bioassay records from PubChem BioAssay.
